M5 PAM – human M5 muscarinic receptor positive allosteric modulators, primary screen, CHO-K1 cells, Fluo-8 calcium fluorescence; CHO-K1 hM5, ACh EC20 PAM; 0% = ACh EC20, 100% = ACh EC100; activation, % at 3 µM; Muscarinic acetylcholine receptor M5 (Homo sapiens), P08912; 360,000 compounds, 0.3% hits;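 active means activation above the run cutoff, the mean activation of all test compounds plus 3 SD, cut at about 18% in these data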
Target sequence (P08912 whole entry, looked up): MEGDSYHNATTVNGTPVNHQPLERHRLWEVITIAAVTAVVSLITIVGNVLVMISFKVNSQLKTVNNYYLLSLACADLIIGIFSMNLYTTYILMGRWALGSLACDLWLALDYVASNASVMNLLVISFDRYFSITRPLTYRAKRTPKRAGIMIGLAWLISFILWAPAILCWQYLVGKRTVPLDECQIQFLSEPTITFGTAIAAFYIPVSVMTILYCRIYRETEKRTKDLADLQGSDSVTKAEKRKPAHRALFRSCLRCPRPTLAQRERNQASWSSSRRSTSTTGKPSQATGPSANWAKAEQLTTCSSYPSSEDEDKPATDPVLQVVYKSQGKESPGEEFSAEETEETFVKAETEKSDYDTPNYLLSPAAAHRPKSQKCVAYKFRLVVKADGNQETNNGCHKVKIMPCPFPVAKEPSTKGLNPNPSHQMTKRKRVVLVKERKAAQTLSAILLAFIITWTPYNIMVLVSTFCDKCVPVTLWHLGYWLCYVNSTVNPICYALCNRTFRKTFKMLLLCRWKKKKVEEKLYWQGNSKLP
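system = human M5 receptor in CHO-K1 cells | reagent = EC20 acetylcholine as agonist stimulus | compound dosing = single-point, 3 µM nominal | incubation = Fluo-8 loading 80 min at 37 °C plus 30 min room temperature | detection = Fluo-8 calcium dye fluorescence, kinetic read | benchmarks = low control EC20 acetylcholine (0%), high control EC100 acetylcholine (100%)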
CHO-K1 Ca PAM – nonselective calcium activators in parental CHO-K1 cells, primary screen, counter-screen for M1 PAM project, cell-based, Fluo-8 calcium fluorescence, full deck, 1536-well | ATP EC20; 0% at ATP EC20, 100% at ATP max | activation, % at 3 µM | 360,000 compounds, 0.02% hits;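 active means activation above the run cutoff, the mean activation of all test compounds plus 3 SD, cut at about 40% in these data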;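 further: peak over basal fluorescence ratio in a 140 s read after ATP addition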
M1 ag parental – counter-screen for M1 agonists: effect in parental CHO-K1 cells; Fluo-8 calcium fluorescence; scaled to maximal ATP response, vehicle zero; activation, % at 3 µM; 360,000 compounds, 0.48% hits; in the data active means activation above about 15%;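 further: untransfected CHO-K1 host cells lacking M1 receptor as counterscreen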
CHRM4 PAM – human M4 muscarinic receptor positive allosteric modulators, primary screen, CHO-K1 cells, Fluo-8 calcium fluorescence; Muscarinic acetylcholine receptor M4 (Homo sapiens), P08173; CHO-K1 hM4/Gqi5, ACh EC20; 0% = ACh EC20, 100% = maximal ACh; activation, % at 3 µM; 360,000 compounds, 0.4% hits;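 active means activation above its plate's cutoff, the mean activation of sample wells plus 3 SD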; further: some results filed as inactive read as strong as hits
Target sequence (P08173 whole entry, looked up): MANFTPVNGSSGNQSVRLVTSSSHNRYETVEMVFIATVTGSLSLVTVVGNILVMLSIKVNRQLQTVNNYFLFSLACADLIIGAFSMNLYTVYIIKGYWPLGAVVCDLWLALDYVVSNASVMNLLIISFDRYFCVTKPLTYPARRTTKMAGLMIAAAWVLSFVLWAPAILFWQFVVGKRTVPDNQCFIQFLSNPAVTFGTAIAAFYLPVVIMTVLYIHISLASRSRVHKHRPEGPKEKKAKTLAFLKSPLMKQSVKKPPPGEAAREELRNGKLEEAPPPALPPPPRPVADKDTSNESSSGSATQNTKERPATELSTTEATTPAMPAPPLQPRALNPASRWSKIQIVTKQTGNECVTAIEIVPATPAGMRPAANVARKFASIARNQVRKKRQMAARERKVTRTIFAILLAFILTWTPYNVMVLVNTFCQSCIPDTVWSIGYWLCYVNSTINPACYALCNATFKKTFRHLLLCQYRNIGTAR
CHRM4 antagonist – human M4 muscarinic receptor antagonists, primary screen, CHO cells, Fluo-8 calcium fluorescence; Muscarinic acetylcholine receptor M4 (Homo sapiens), P08173; CHO-hM4 cells, ACh EC80; inhibition, % at 3 µM; 360,000 compounds, 0.73% hits; AID 624125, 2012;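 active means inhibition above its plate's cutoff, the mean inhibition of sample wells plus 3 SD, cut at about 27% in these data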;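 further: 0% = acetylcholine EC80 with DMSO and 100% = DMSO without agonist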
M4 ag – human M4 muscarinic receptor agonists, primary screen, CHO-K1 cells, Fluo-8 calcium fluorescence; CHO-K1 hM4/Gqi5; vehicle 0%, full acetylcholine response 100%; activation, % at 3 µM; 360,000 compounds, 0.14% hits;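 active means activation above the run mean over all test wells plus 3 SD, cut at about 32% in these data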;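 further: peak over basal fluorescence ratio per well then scaled between controls; 0% = DMSO wells and 100% = acetylcholine at EC100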
CHO-K1 Ca antag – M1 antagonist counterscreen hit in parental CHO-K1 cells; ATP-induced calcium, Fluo-8 fluorescence; inhibition, % at 3 µM; 360,000 compounds, 0.6% hits;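 active means inhibition above a per-plate cutoff, the plate's mean sample inhibition plus 3 SD, cut at about 24% in these data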;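 further: 0% = DMSO plus EC80 ATP and 100% = DMSO alone without ATP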
M5 antag – human M5 muscarinic receptor antagonists, primary screen, CHO cells, Fluo-8 calcium fluorescence; Muscarinic acetylcholine receptor M5 (Homo sapiens), P08912; CHO-hM5 cells, ACh EC80; inhibition, % at 3 µM; 360,000 compounds, 0.59% hits;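 active means inhibition above a per-plate cutoff, the mean of that plate's test compounds plus 3 SD, cut at about 27% in these data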;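 further: 0% = acetylcholine EC80 with DMSO and 100% = DMSO without agonist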
M5 ag – human M5 muscarinic receptor agonists, primary screen, CHO-K1 cells, Fluo-8 calcium fluorescence. Muscarinic acetylcholine receptor M5 (Homo sapiens), P08912. CHO-K1 hM5 cells; 0% DMSO wells, 100% maximal acetylcholine response. activation, % at 3 µM. 360,000 compounds, 0.19% hits;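 active means activation above the run's mean over test compounds plus 3 SD, cut at about 23% in these data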;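 further: signal is peak over basal fluorescence ratio across the kinetic read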
* marks the source's active call; other numbers are inactive results; x = not tested or not shown. Rows were taken by chance; any-hit rate near 2.7%.

SMILES	M5 PAM	CHO-K1 Ca PAM	M1 ag parental	CHRM4 PAM	CHRM4 antagonist	M4 ag	CHO-K1 Ca antag	M5 antag	M5 ag
CC(C)CCN1C(=O)CC(NNC(=O)c2ccc(S(=O)(=O)N3CCCC3)cc2)C1=O (stereo unspecified)	3	6	0.9	-11	2	0	0	0	-1
CC(C)N1C(=S)SC(C)(C)C1NO (stereo unspecified)	4	18	0.5	6	-2	1	-12	-4	-3
Cc1sc2nc(C)n(/N=C/c3ccccc3O)c(=O)c2c1C	9	5	-0.1	5	-2	0	-12	-10	1
CN(C)c1ccc(N2C(=O)CC(Nc3ccc(N4CCOCC4)cc3)C2=O)cc1 (stereo unspecified)	4	9	0.1	2	-3	1	-3	-3	-1
CCC(C)(C)n1nnnc1C(c1cc2cc(C)cc(C)c2[nH]c1=O)N1CCN(C(=O)c2ccco2)CC1 (stereo unspecified)	-1	12	0.0	-2	1	0	-9	-1	0
O=C(CSc1nccc(=O)[nH]1)N1CCOCC1	7	-9	0.2	1	0	1	6	-12	0
COc1cccc(C2CC(c3cccc(OC)c3)n3nc(N)nc3N2)c1 (stereo unspecified)	2	5	0.1	4	-12	1	4	-4	0
CCOc1ccc(CNc2ccc3c(c2)ncn3C(C)(C)C)cc1	-9	-2	7.7	-2	0	4	-14	11	-6
O=[N+]([O-])c1c(-c2cn[nH]c2)n[nH]c1-c1cn[nH]c1	0	7	0.1	-1	16	0	-8	5	0
COc1ccc(N(C(=O)CNC(=O)c2ccco2)C(C(=O)NC2CCCC2)c2cccnc2)cc1 (stereo unspecified)	-2	5	2.7	2	6	0	-9	9	-2
O=C(CCNC(=O)c1ccco1)NC(Cc1c[nH]c2ccccc12)C(=O)O (stereo unspecified)	3	3	0.0	11	-4	1	-10	11	3
COc1ccc(CN2C(=O)CN(S(C)(=O)=O)CC2(C)C(=O)NC(C)C)cc1 (stereo unspecified)	12	x	x	7	-1	2	x	-12	4
Cc1ccc(S(=O)(=O)N(CC(=O)N2CCN(c3ccccc3F)CC2)C2CCCCC2)cc1	-7	16	4.1	3	-14	-2	5	-1	-2
COc1ccc(Cc2nnc(NC(=O)Nc3ccccc3F)s2)cc1OC	11	-6	-0.4	0	0	0	4	-1	0
CC(C)Nc1nc(NCCOc2ccccc2)c2sccc2n1	-8	-9	4.0	-10	9	11	15	1	1
CSCC[C@H](NC(=O)OC(C)(C)C)c1nnc(SCc2ccc(F)cc2)o1	-2	18	3.7	13	0	7	-6	0	-5
CCN(CC)CCCNC(=S)N(CCO)Cc1cc2cc3c(cc2[nH]c1=O)OCCO3	5	-3	-0.2	-3	2	0	-8	-6	2
Cc1oc(-c2ccccc2)cc1C(=O)Nc1ccc(N(C)C)cc1	0	16	1.6	-2	-1	3	-14	-5	-7
O=C(c1ccccc1F)N1CCN=C1c1ccccc1	-2	17	2.4	-1	-5	12	-12	12	0
Cc1cc(Br)ccc1NC(=O)CN(C)C(=O)CN1C(=O)NC2(CCCC2)C1=O	-1	-32	-0.1	5	-13	1	11	2	-2
Cc1ccc(NC(=O)c2ccc(Cl)c(NC(=O)c3cccs3)c2)cc1	-1	-1	0.5	-3	4	5	2	-1	-6
CN(C)c1ccc(/C=C2\SC(N3CCCCC3)=NC2=O)cc1	-1	6	2.8	-4	-1	2	-8	6	5
COCc1nc2sc(C)c(C)c2c(=O)[nH]1	-6	4	0.2	4	-14	1	7	-2	-4
COc1ccc(C)cc1-n1nnnc1SCC(=O)NC1CCCC1	2	-28	0.1	3	-1	2	7	-1	5
CNC(=O)C(C#N)(Cc1cc(C(C)=O)ccc1OC)Cc1cc(C(C)=O)ccc1OC	-4	12	1.0	-8	-8	1	-10	10	-4
Following part:
SMILES	M5 PAM	CHO-K1 Ca PAM	M1 ag parental	CHRM4 PAM	CHRM4 antagonist	M4 ag	CHO-K1 Ca antag	M5 antag	M5 ag
COc1ccc(N(C(=O)CNC(=O)c2ccco2)C(C(=O)NC2CCCCC2)c2cccnc2)cc1 (stereo unspecified)	-2	9	3.1	0	5	1	-11	10	-3
O=C(Cc1ccc(Cl)cc1)N/N=C/c1ccccc1	1	0	0.2	-9	5	0	4	-5	-3
COc1ccc(OCc2nnc(SCC(N)=O)n2N)cc1	0	14	0.3	2	5	1	-5	-1	-1
Cc1ccc(C(=O)NCCNC(=O)Cc2ccccc2)cn1	0	-21	0.5	-1	-3	1	-1	13	-1
Cc1ccc(CNC(=O)N2CCN(C)CC2)cc1	-3	15	0.0	6	3	0	-9	3	-2
COc1ccc(/C=C/C(=O)NCC(=O)N/N=C(/C)c2ccco2)cc1	7	-11	-0.5	1	-7	1	8	-16	-2
CCOc1ccccc1NC(=O)Cc1coc2ccc(C)cc12	-8	-6	2.5	-10	8	0	-21	9	-6
CNCC(O)c1ccc(OC(=O)C(C)(C)C)c(OC(=O)C(C)(C)C)c1 (stereo unspecified)	0	16	0.7	-4	9	1	-5	4	1
O=C(O)c1ccc(NS(=O)(=O)c2ccc3c(c2)C2C=CCC2C(c2ccccc2F)N3)cc1 (stereo unspecified)	-9	14	0.2	-5	0	1	-7	1	1
O=C(NCC(=O)N(c1cccnc1)C(C(=O)NC1CCCC1)c1ccccc1)c1ccco1 (stereo unspecified)	-4	-12	0.0	-4	8	0	11	0	-3
Cc1ccccc1-n1c(O)c(/C=N/N2CCCCC2c2cccnc2)c(=O)[nH]c1=O (stereo unspecified)	29*	-2	-0.1	24*	-6	1	5	2	12
COc1cccc(CNC(=O)C2CCN(S(=O)(=O)N3CCC4(CC3)OCCO4)CC2)c1	-2	9	0.2	-3	2	0	-7	1	6
COc1ccc(C)cc1NC(=O)C1CC(=O)N(CCc2ccccc2)C1 (stereo unspecified)	-8	5	-0.3	-1	-3	1	-10	10	-7
O=C1Nc2cccnc2N(C(=O)CCl)c2ccccc21	-5	-7	-0.4	-4	-5	1	-8	1	1
COC(=O)/C=C1/S/C(=N/N=C/c2ccco2)NC1=O	7	-20	0.1	-1	2	0	6	1	3
CSCCC(C(=O)Nc1c(C)cccc1C)n1c(-c2cc(C)cs2)nc2ccccc21 (stereo unspecified)	5	x	x	4	-14	-2	x	-15	-5
CCOc1ccc(Cc2noc3c2C(=O)CCC3)cc1OCC	3	0	1.2	10	1	1	-15	7	0
O=C(Cn1cnc2sc(-c3ccccc3)cc2c1=O)NCc1ccccc1	-2	18	1.1	-3	6	1	-9	1	1
O=C(c1ccc(OC2CCN(CCc3ccccc3)CC2)cc1)N1CCCC(CCCO)C1 (stereo unspecified)	-15	3	6.8	-13	15	6	-10	8	-8
CCOC(=O)[C@]12CCCC=C1N(Cc1ccccc1)C(=O)[C@H](CC(=O)N1CCCCCC1)C2	-1	x	x	1	-8	2	x	-3	1
O=C1CC2(CCN(C(=O)c3ccc(F)c(F)c3)CC2)Oc2ccccc21	-2	8	0.8	4	5	2	5	-3	0
CS(=O)(=O)N1CCC(Oc2ccccc2C(=O)NCCCc2cccnc2)CC1	-4	-2	-0.3	-12	8	2	-16	13	1
COC(=O)c1cc(S(=O)(=O)N2CCN(c3ccc(F)cc3)CC2)c[nH]1	-7	-6	4.0	-3	-4	5	-8	-2	2
Cc1ccc(C)c(N2CCN(C(=O)COc3cc(=O)n(C)c4ccccc34)CC2)c1	-10	9	5.1	-6	1	13	-8	3	3
O=C(COC(=O)CSc1ccc2ccccc2c1)NCc1ccc2c(c1)OCO2	-5	-2	1.1	-4	7	5	1	10	-2
Continuation.
SMILES	M5 PAM	CHO-K1 Ca PAM	M1 ag parental	CHRM4 PAM	CHRM4 antagonist	M4 ag	CHO-K1 Ca antag	M5 antag	M5 ag
COc1cc(NC(=O)NCC2CCN(Cc3ccc(C)cc3)CC2)cc(OC)c1OC	7	-2	1.4	-1	-15	0	-10	-3	-5
CCCC(C(=O)NCc1ccco1)N(Cc1ccco1)C(=O)CNS(=O)(=O)c1ccccc1 (stereo unspecified)	-4	8	1.3	-2	0	2	-16	-2	-2
O=C(C1CCN(S(=O)(=O)c2ccc(Cl)c(C(F)(F)F)c2)CC1)N1CCC1	-4	-3	1.8	-5	2	4	0	3	5
C[N+](C)(C)CCNC(=O)c1c(O)c2c([nH]c1=O)CCCC2	9	11	0.2	-5	-2	1	-1	-4	-5
CC1=C(C(=O)Nc2ccccc2C)C(c2cccnc2)n2nc(CCCO)nc2N1 (stereo unspecified)	2	9	0.5	7	13	-1	2	4	-2
CC(=O)Nc1cccc2c1Cc1ccccc1-2	1	13	0.1	3	-5	2	-5	3	-5
C=C(C(=O)Oc1c(C(C)(C)C)cccc1C(C)(C)C)c1ccccc1	11	16	0.3	7	-17	0	-17	-9	-2
Cc1cc(F)ccc1NCC(=O)Nc1ccccc1Br	-6	17	-0.3	2	5	0	13	6	-4
Cc1ccc(C(=O)NCCN2C3=NC[C@@H](Cc4ccccc4)N3C[C@H]2Cc2ccc(O)cc2)cc1Br	-6	5	0.7	-14	5	5	-17	4	-10
COc1cc(-c2noc(C)c2C(=O)NCCc2c[nH]c3ccccc23)cc(OC)c1OC	-10	-1	3.6	0	12	13	-2	4	0
CCOC(=O)c1sc(NC(=O)Cn2nnc3sc4c(c3c2=O)CCC(C(C)(C)C)C4)nc1C (stereo unspecified)	-6	-12	-0.7	5	-22	0	26*	-4	-1
Cc1cccc(-n2nnnc2SCC(=O)Nc2cccc(S(N)(=O)=O)c2)c1	0	2	1.7	-10	-9	-1	-12	12	2
O=C(Nc1ccc(N2CCOCC2)cc1)c1csc(COCCO)n1	-1	-4	0.1	2	-2	0	9	3	1
COc1cc2oc3ccccc3c2cc1N(CC(=O)N(C)C)S(=O)(=O)c1ccccc1	-4	14	0.3	2	-3	2	-12	-1	-1
CCOc1ccc(NC(=O)CN(C)C(=O)CCC2CCCCC2)cc1OCC	1	5	-0.3	2	2	3	-11	10	-3
N#Cc1c(-c2ccc3c(c2)OCO3)csc1N	-1	-2	1.6	-2	2	7	7	6	-1
CCOc1ccc(NC(=O)CSc2nc(=O)n(CCN3CCOCC3)c3c2CCCC3)cc1	8	11	0.4	2	-13	1	6	-6	-2
O=C(COC(=O)Cn1cnc2ccccc2c1=O)Nc1ccccc1Sc1ccc(Cl)cc1	-17	3	3.7	-26	-8	6	-5	-2	-3
CSc1ccccc1C(=O)N1CCCC(CCC(=O)NCc2ccc(F)c(F)c2)C1 (stereo unspecified)	-7	-11	3.6	-5	5	3	-8	7	-3

Exported with bars between the fields: entries from further up
SMILES | M5 PAM | CHO-K1 Ca PAM | M1 ag parental | CHRM4 PAM | CHRM4 antagonist | M4 ag | CHO-K1 Ca antag | M5 antag | M5 ag
Cc1cccc(-n2nnnc2SCC(=O)Nc2cccc(S(N)(=O)=O)c2)c1 | 0 | 2 | 1.7 | -10 | -9 | -1 | -12 | 12 | 2
O=C(Nc1ccc(N2CCOCC2)cc1)c1csc(COCCO)n1 | -1 | -4 | 0.1 | 2 | -2 | 0 | 9 | 3 | 1
COc1cc2oc3ccccc3c2cc1N(CC(=O)N(C)C)S(=O)(=O)c1ccccc1 | -4 | 14 | 0.3 | 2 | -3 | 2 | -12 | -1 | -1

Assay outcomes as filed in PubChem.
